# From PubChem BioAssay
# PLCg1 inh: PLC-gamma1 enzyme inhibitors, primary screen, biochemical, fluorescence, purified enzyme; 370,000 tested, 0.84% active; 1-phosphatidylinositol 4,5-bisphosphate phosphodiesterase gamma-1 (Homo sapiens), P19174; fluorogenic substrate; AID 720700, 2013; inhibition, % at 12.2 µM; in the data active = inhibition above about 9.5%
# ASAP1 inh: inhibitors of human ASAP1 ArfGAP activity, primary screen, biochemical, fluorescence polarization | AID 624377, 2012 | Arf-GAP with SH3 domain, ANK repeat and PH domain-containing protein 1 (Homo sapiens), … | 360,000 tested, 0.19% active | inhibition, % at 16.5 µM | ASAP1-stimulated ARF1 GTP hydrolysis, GDP FP detection; in the data active = inhibition above about 25%;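 note: 0% = vehicle with enzyme and substrate and 100% = no enzyme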
# ARFGAP1 inh: inhibitors of rat ARFGAP1 GAP activity, primary screen, biochemical, fluorescence polarization, GDP tracer. Arfgap1-stimulated ARF1 GTP hydrolysis, GDP FP detection. inhibition, % at 16.5 µM. 360,000 tested, 0.26% active;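 active = inhibition above a per-plate limit, mean inhibition of low control wells plus 3 SD, cut at about 25% in these data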;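 note: 0% = DMSO wells with enzyme and 100% = wells lacking Arfgap1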
# Target sequence (Q62848 1-136 limits assumed): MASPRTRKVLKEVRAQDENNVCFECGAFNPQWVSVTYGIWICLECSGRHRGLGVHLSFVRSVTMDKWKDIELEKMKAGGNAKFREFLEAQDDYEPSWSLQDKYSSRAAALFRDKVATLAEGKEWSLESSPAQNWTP
#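 system = rat Arfgap1 catalytic domain, aa 1-136 | technique = FP, GDP Alexa 633 tracer displaced from anti-GDP antibody, 620/688 nm | compound = one concentration, 16.5 µM, DMSO 1.26% | medium = HEPES-based buffer, pH 7.5 | timing = compound-enzyme preincubation 20 min, reaction 120 min, detection 60 min, 25 °C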
# sPLA2-III inh: human group III sPLA2 inhibitors, primary screen, biochemical, QFRET, BODIPY PC-A2 liposome substrate; inhibition, % at 12.2 µM; Group 3 secretory phospholipase A2 (Homo sapiens), Q9NZ20; QFRET BODIPY PC-A2 liposome hydrolysis, fluorescence; 370,000 tested, 0.56% active;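 active = inhibition above mean plus 3 SD of compounds lying within the high and low control bounds, cut at about 19% in these data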;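 note: 0% = median of test compound wells and 100% = no enzyme DMSO wells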
# Tn7 DDE FP: inhibitors of Tn7 peptide binding to fibrin DD(E), primary screen, biochemical, fluorescence polarization, human fibrin, Tn7 probe; Fibrinogen beta chain (Homo sapiens), P02675; FP displacement of FITC-Tn7 peptide from fibrin DD(E); 0% = median of compound wells per plate; inhibition, % at 8.3 µM; 370,000 tested, 0.13% active; AID 720508, 2013;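 active = inhibition above the mean of compounds falling within the control limits plus 3 SD of them, cut at about 14% in these data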;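 note: 0% = plate median of compound wells and 100% = 10 µM Aha-Tn7 peptide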
#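 Assay system: Human clot-derived fibrin DD(E) complex | Buffer or medium: Tris/NaCl/CaCl2 buffer, pH 7.8 | Repeats: One replicate per compound | Benchmarks: Aha-Tn7 high control | Measure: % inhibition scaled between sample-field median and high-control FP | Schedule: 10 min plus 3 h, room temperature | Signal: Fluorescence polarization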
# UHRF1 MBD2 ctr: UHRF1 methylated DNA binding inhibitors, primary screen, counter-screen for MBD2 inhibitor project, biochemical, TR-FRET, human UHRF1, single concentration | E3 ubiquitin-protein ligase UHRF1 (Homo sapiens), Q96T88 | 370,000 tested, 0.75% active | AID 687016, 2013 | UHRF1 binding to methylated oligo | inhibition, % at 4.4 µM; in the data active = inhibition above about 21%;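 note: UHRF1 SRA domain binding a hemimethylated CpG hairpin DNA probe; 0% = median of test compound wells and 100% = reference inhibitor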
# KLK7 zymogen act: proKLK7 zymogen activators, primary screen, biochemical, fluorescence intensity; Kallikrein-7 (Homo sapiens), P49862; purified proKLK7, EDANS-DABCYL substrate fluorescence; 100% is mature enzyme control, 0% vehicle; activation, % at 7 µM; 370,000 tested, 0.9% active;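 active = activation above the mean of all tested compounds plus 3 SD, computed per campaign excluding outliers beyond control limits, cut at about 13% in these data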
# Target sequence (P49862 whole entry, looked up): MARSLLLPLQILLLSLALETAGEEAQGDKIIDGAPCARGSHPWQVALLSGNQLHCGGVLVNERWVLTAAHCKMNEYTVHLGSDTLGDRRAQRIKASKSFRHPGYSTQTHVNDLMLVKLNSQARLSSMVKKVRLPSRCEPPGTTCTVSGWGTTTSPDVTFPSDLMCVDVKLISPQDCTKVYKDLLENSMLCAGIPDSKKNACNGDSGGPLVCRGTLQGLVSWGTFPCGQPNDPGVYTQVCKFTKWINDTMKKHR
# DDE Tn6 FP inh: inhibitors of Tn6 peptide binding to fibrin DD(E), primary screen, biochemical, fluorescence polarization, human fibrin, Tn6 probe. Fibrin DD(E) TRITC-Tn6 fluorescence polarization displacement. inhibition, % at 8.3 µM. 370,000 tested, 0.21% active. AID 720509, 2013;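 active = inhibition above a per-campaign cutoff: mean of compounds within control limits plus 3 SD, cut at about 15% in these data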;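 note: 0% = median of all compound wells on the plate and 100% = blocking peptide control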
# PLCb3 inh: human PLC-beta3 inhibitors, primary screen, biochemical, fluorescence; AID 720704, 2013; 370,000 tested, 0.18% active; inhibition, % at 12.2 µM; Purified PLC-beta3, fluorogenic substrate; in the data active = inhibition above about 11%;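 note: 0% = median of compound wells on plate and 100% = full blocker control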
# Rev-erbA mod: modulators of Rev-erb alpha DNA binding, primary screen, biochemical, FITC-DNA, fluorescence polarization, uHTS; Nuclear receptor subfamily 1 group D member 1 (Homo sapiens), P20393; 370,000 tested, 0.79% active; AID 1259318, 2017; activity, % at 10 µM; Rev-erbα–FITC-DNA binding, 90 min;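 active = activity above about 14%, limit read from the data; passing the limit was not always enough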;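 note: 0% = DMSO wells with 35 nM protein and 100% = DMSO wells with 750 nM protein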
# Target sequence (P20393 whole entry, looked up): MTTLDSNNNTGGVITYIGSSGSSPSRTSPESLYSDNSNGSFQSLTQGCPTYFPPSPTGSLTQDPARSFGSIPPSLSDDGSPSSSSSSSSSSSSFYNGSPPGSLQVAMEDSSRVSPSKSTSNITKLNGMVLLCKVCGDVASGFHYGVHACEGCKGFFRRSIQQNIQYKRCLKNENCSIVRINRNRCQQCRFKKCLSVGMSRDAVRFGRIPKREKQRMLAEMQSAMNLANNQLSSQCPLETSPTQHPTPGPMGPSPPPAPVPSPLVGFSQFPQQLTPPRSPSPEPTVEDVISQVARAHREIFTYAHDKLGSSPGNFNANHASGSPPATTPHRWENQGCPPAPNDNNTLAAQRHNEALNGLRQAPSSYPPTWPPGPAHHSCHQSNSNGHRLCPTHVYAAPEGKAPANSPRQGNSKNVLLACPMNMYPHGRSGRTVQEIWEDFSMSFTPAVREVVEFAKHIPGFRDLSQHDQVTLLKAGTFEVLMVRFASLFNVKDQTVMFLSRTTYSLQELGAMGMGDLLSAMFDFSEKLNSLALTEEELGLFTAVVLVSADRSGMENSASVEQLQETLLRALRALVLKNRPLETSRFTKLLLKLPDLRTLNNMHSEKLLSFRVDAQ
# * marks the source's active call; other numbers are inactive results; x = not tested or not shown.
SMILES,PLCg1 inh,ASAP1 inh,ARFGAP1 inh,sPLA2-III inh,Tn7 DDE FP,UHRF1 MBD2 ctr,KLK7 zymogen act,DDE Tn6 FP inh,PLCb3 inh,Rev-erbA mod
COc1ccc(N(CC(=O)NCc2ccc(F)cc2)C(=O)c2snc(C(N)=O)c2N)cc1OC,-1,9,-2,9,-6,5,15*,-7,-12,-5
O=C(N[C@@H](c1ccccc1)[C@@H]1C[C@H]1C(=O)NCc1ccccn1)OCc1ccccc1,3,-2,1,6,6,0,-0.2,-4,-1,3
Cc1ccc(C(=O)OCC(=O)NC2CCCCC2)cc1S(=O)(=O)N1CCCCC1,2,-4,-3,-1,-7,3,0.4,2,-6,-5
C[C@H](NC(=O)c1nc[nH]c1C(=O)N[C@@H](Cc1ccccc1)C(=O)OC(C)(C)C)C(=O)OC(C)(C)C,1,2,-17,2,-7,-4,0.1,-5,-2,6
CC(OC(=O)C1CC1)C(=O)Nc1cc(C(F)(F)F)ccc1Cl (configuration not stated),5,7,2,7,-1,6,-0.2,-3,4,5
Cn1c(=O)cc(SCC(=O)NCc2ccco2)c2ccccc21,-1,2,7,-1,-4,-1,-0.9,-7,-3,-1
Cc1ccc(CNC(=O)c2ccc(NC(=O)C3=CSCCO3)cc2)cc1,-2,3,4,-4,-10,2,0.0,6,-14,-1
O=C(Nc1ccc2c(c1)OCCO2)C1CCN(c2nnnn2-c2ccccc2)CC1,1,-7,-5,-12,2,-4,-0.3,3,3,-1
CCNC(=O)NC(=O)CSc1ccc(S(=O)(=O)N2CCOCC2)cn1,2,6,-11,10,-1,1,-0.8,1,-4,1
O=S(=O)(c1ccc(F)cc1)N1CCCC(c2nc(-c3ccc(F)cc3)no2)C1 (configuration not stated),1,2,5,-15,-1,2,-0.5,-2,-2,3
O=C(CCN1N=C(c2ccccc2)CCC1=O)NCC1COc2ccccc2O1 (configuration not stated),4,10,9,4,-2,3,-0.8,2,-6,3
Cc1ccc(OCC(=O)N/N=C/c2c[nH]c3ccccc23)c([N+](=O)[O-])c1,3,4,9,-14,0,-1,0.3,-1,1,2
COc1ccc(C(NC(=O)CN2C(=O)NC3(CCc4ccccc43)C2=O)c2ccccc2)cc1 (configuration not stated),0,-5,4,-9,-6,2,-0.3,0,-2,5
Cc1ccc(SCC(=O)OCC(=O)NC(C)c2ccc(Br)cc2)cc1 (configuration not stated),-1,8,6,-5,3,0,-0.2,3,-12,1
Cc1[nH]c2ccccc2c1Cc1n[nH]c(=S)n1C,-2,-1,-6,1,-1,0,2.3,3,-2,3
O=C(NCc1nnc2c3ccccc3c(-c3ccccc3)nn12)c1ccccc1Cl,1,-6,3,2,3,-1,-0.2,8,2,-5
CCOC(=O)[C@]12CCCC=C1N(CCCOC)C(=O)[C@@H]2CC(=O)NCC12CC3CC(CC(C3)C1)C2,-1,x,x,-7,8,-2,-0.3,4,3,7
O=S1(=O)c2c(cccc2N2CCC[C@@H]2CO)O[C@H]2CCN1C2,1,x,x,0,-2,7,0.8,-5,0,-2
C=CCn1c(NCCOC)nc2c1c(=O)n(C)c(=O)n2C,5,-7,-16,-2,4,0,0.4,-7,3,-3
COC(=O)C/C(N)=C(\C#N)C(=O)OC,3,1,3,-1,-4,1,0.4,-2,-4,-4
CCC(=O)N1CCN(c2nnc(-c3ccccc3)c3ccccc23)CC1,3,4,6,4,-2,0,-0.5,-2,-3,-6
O=C(NCCS(=O)(=O)N1CCN(c2cccc(Cl)c2)CC1)c1cc(=O)c2ccccc2o1,0,-5,9,0,6,0,0.1,6,-13,3
CCc1nnc(NC(=O)C(C)C)s1,3,4,5,1,2,-2,-0.2,4,-1,0
O=C1CC(c2ccccc2)CN1C(=O)c1cccnc1 (configuration not stated),2,0,3,-1,-1,3,-0.8,-3,-6,-1
CC(C)C(=O)NC(c1cccc([N+](=O)[O-])c1)c1c(O)ccc2ccccc12 (configuration not stated),2,2,5,-4,4,1,-0.6,9,0,2
CC(CN1CCOCC1)C(=O)O (configuration not stated),3,-5,-3,-4,6,-2,0.4,0,0,-3
COC(=O)c1cccc(NC(=O)c2ccc3c(c2)C(=O)N(Cc2cccnc2)C3=O)c1C,3,-1,-12,1,-1,4,0.5,-12,-5,2
CCNC(=S)N1CCN(Cc2ccccc2)CC1,1,-8,-1,2,2,-2,0.2,-3,3,4
CCn1c(SCC(=O)OC)nnc1-c1ccncc1,1,-3,5,-1,0,-1,-0.1,-5,2,3
Cc1cc(C)c(S(=O)(=O)N2CCCCC2)c(C)c1N(C)S(=O)(=O)c1ccccc1,11*,1,10,-1,-8,2,0.3,5,2,-3
COc1ccccc1C(CC(=O)Nc1ccc(Cl)cc1)c1ccc(OC(C)C)cc1 (configuration not stated),1,-2,-5,0,0,12,0.5,7,1,3
Cc1cc(C)cc(C(=O)NCCN2CCOCC2)c1,3,3,7,1,0,-2,0.5,7,-2,-3
Cc1cccc(NC(=S)Nc2ccc(Br)cc2)c1,2,-12,6,11,8,-2,1.1,6,3,-2
CSc1ccc(Cn2c(C)c(C(=O)NCc3ccccc3C(F)(F)F)sc2=O)cc1,-2,-18,6,-6,4,-1,0.1,-2,-4,2
COC(=O)CCCn1nc(NC(=O)COc2ccc(F)cc2)cc1C,7,-16,7,6,4,1,0.1,-1,3,4
CC(C)(C)c1ccc(OCC(=O)NCc2ccco2)cc1,5,-4,1,-10,7,7,0.4,-6,4,-2
COc1cccc(N2C(=NC(=O)CCC3CCCC3)SC3CS(=O)(=O)CC32)c1 (configuration not stated),0,0,1,9,0,3,-0.1,8,-6,-2
Cc1ccc(NCc2nnc(SCCN3CCCCC3)n2CC2CCCO2)c(C)c1 (configuration not stated),1,-2,3,0,-4,-1,0.3,5,-5,0
CC(=O)Nc1ccc(Nc2cc(N3CCOCC3)c3nonc3c2[N+](=O)[O-])cc1,2,-1,8,5,-11,-5,0.3,5,6,5
CCC1(c2ccccc2)NC(=O)N(CC(=O)N(C)Cc2ccccc2)C1=O (configuration not stated),-2,-10,-3,2,-3,2,-0.1,-8,-5,4

# Ordered by formula weight (rising): 3 of the compounds above
SMILES,PLCg1 inh,ASAP1 inh,ARFGAP1 inh,sPLA2-III inh,Tn7 DDE FP,UHRF1 MBD2 ctr,KLK7 zymogen act,DDE Tn6 FP inh,PLCb3 inh,Rev-erbA mod
CCNC(=S)N1CCN(Cc2ccccc2)CC1,1,-8,-1,2,2,-2,0.2,-3,3,4
CCC1(c2ccccc2)NC(=O)N(CC(=O)N(C)Cc2ccccc2)C1=O (configuration not stated),-2,-10,-3,2,-3,2,-0.1,-8,-5,4
Cc1ccc(NCc2nnc(SCCN3CCCCC3)n2CC2CCCO2)c(C)c1 (configuration not stated),1,-2,3,0,-4,-1,0.3,5,-5,0

# More records:
SMILES,PLCg1 inh,ASAP1 inh,ARFGAP1 inh,sPLA2-III inh,Tn7 DDE FP,UHRF1 MBD2 ctr,KLK7 zymogen act,DDE Tn6 FP inh,PLCb3 inh,Rev-erbA mod
Cc1cccc(S(=O)(=O)N(CC(=O)Nc2ccccc2C)Cc2ccco2)c1,0,-3,6,-7,-2,0,-0.3,6,1,0
O[C@H]1CN(Cc2cccs2)[C@@H](c2ccccc2)C[C@@H]1n1cc(C2CC2)nn1,-4,-12,-2,0,8,-1,0.1,7,2,2
CCn1c2ccccc2c2nnc(SCC(=O)N(C)C3CCS(=O)(=O)C3)nc21 (configuration not stated),0,0,-1,3,6,-2,-0.3,8,1,4
CCCc1cc(=O)[nH]c(Nc2ccc(O)cc2)n1,-1,1,-14,3,-2,1,3.5,-2,-2,4
CC1(C(=O)NS(=O)(=O)c2ccc(Br)cc2)CCN1C(=O)CCc1cccs1 (configuration not stated),0,-3,-2,7,-1,-1,0.1,7,4,4
CN(NS(C)(=O)=O)c1ncc(C(F)(F)F)cc1Cl,-2,-5,-1,10,11,6,-0.1,4,-5,-3
O=S1(=O)CC(NCc2ccccc2)C(Nc2ccccc2)C1 (configuration not stated),1,-15,-1,0,2,-4,-0.5,-1,5,0
Cc1c(Cl)cccc1N=C1NC(=O)CS1,7,-2,7,8,1,4,0.7,-1,1,-3
COc1cccc(N2CCN(Cc3nc(N)nc(N4CCCc5ccccc54)n3)CC2)c1,-6,-11,7,2,-4,2,1.1,0,-12,0
COc1cccc(-c2nc(NC(C)(C)C)c3ccccc3n2)c1O,2,-4,15,-4,3,-2,0.3,3,2,2
O=C(Nc1ccc(OCc2ccccc2)cc1)c1cccc([N+](=O)[O-])c1,5,2,-3,0,0,0,-0.8,-9,-1,10
Cc1ccc(Cc2nc(-c3ccccn3)no2)cc1,-2,0,-5,-3,-1,0,-0.2,5,2,13
COc1ccc(-c2noc(C3CCCN(C(=O)CCc4ccccc4)C3)n2)cc1 (configuration not stated),3,0,-1,-14,-10,2,0.2,-10,-7,-1
Cc1cccc(NC(=O)Cn2cnc(S(=O)(=O)N3CCCC3)c2)c1C,-1,-8,-3,2,-3,0,0.0,12,-5,-2
CCOc1ccc(CCNC(=O)c2ccc3nc(N4CCOCC4)sc3c2)cc1OCC,1,-1,1,4,4,0,-0.1,-2,-7,-2
Cc1ccc(N2CC(C(=O)NCCC(C)C)CC2=O)cc1 (configuration not stated),-1,-5,-10,1,9,-1,-0.2,0,-2,-3
O=C(CCc1ccccc1)c1c(O)cc(O)cc1O,2,13,-2,-4,-2,-1,-0.1,-5,-3,-2

# Rewritten bar-delimited: part of the list above
smiles | PLCg1 inh | ASAP1 inh | ARFGAP1 inh | sPLA2-III inh | Tn7 DDE FP | UHRF1 MBD2 ctr | KLK7 zymogen act | DDE Tn6 FP inh | PLCb3 inh | Rev-erbA mod
Cc1c(Cl)cccc1N=C1NC(=O)CS1 | 7 | -2 | 7 | 8 | 1 | 4 | 0.7 | -1 | 1 | -3
CCCc1cc(=O)[nH]c(Nc2ccc(O)cc2)n1 | -1 | 1 | -14 | 3 | -2 | 1 | 3.5 | -2 | -2 | 4
COc1cccc(-c2nc(NC(C)(C)C)c3ccccc3n2)c1O | 2 | -4 | 15 | -4 | 3 | -2 | 0.3 | 3 | 2 | 2
O=C(CCc1ccccc1)c1c(O)cc(O)cc1O | 2 | 13 | -2 | -4 | -2 | -1 | -0.1 | -5 | -3 | -2
CN(NS(C)(=O)=O)c1ncc(C(F)(F)F)cc1Cl | -2 | -5 | -1 | 10 | 11 | 6 | -0.1 | 4 | -5 | -3
